# High-throughput results (PubChem BioAssay)
# CAL PDZ FP-1: CAL PDZ (human) peptide binding inhibition. Q9HD26. purified CAL PDZ, TMR-peptide fluorescence polarization, 1 h. inhibition, % at 24.9 µM. actives 0.92% (n = 300,000). AID 602252;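 active = mean inhibition of at least 30% with at least half of replicates also reaching 30%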;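 also: 0% = DMSO neutral control and 100% = excess unlabeled competitor peptide PRC23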
# PvdQ acylase: blocks Pseudomonas aeruginosa PvdQ acylase activity | purified PvdQ acylase, fluorescence plate reader | inhibition, % at 10 µM | actives 0.063% (n = 340,000) | AID 488965; in the data active = inhibition above about 30%, passing the limit was not always enough;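 also: 0% = vehicle neutral wells and 100% = reference inhibitor wells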
# PfHsp90 yeast 2: inhibits growth of yeast expressing Plasmodium falciparum Hsp90; S. cerevisiae expressing PfHsp90, BacTiter-Glo ATP, 48 h; yeast lacking PDR1 and PDR3 efflux regulators; inhibition, % at 9.4 µM; actives 0.32% (n = 310,000);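 active = every replicate shows inhibition above about 80%, whatever the replicate mean, limit read from the data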;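 also: 0% = DMSO neutral controls and 100% = 20 µM radicicol positive controls; yeast relying on Plasmodium falciparum Hsp90 in place of its own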
# Rtt109 Vps75: blocks Candida albicans Rtt109/Vps75 acetyltransferase activity; purified Rtt109/Vps75, ThioGlo CoA-SH fluorescence, 4 h; AID 540336; actives 0.16% (n = 330,000); Q5AAJ8; inhibition, % at 34.9 µM;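 active = inhibition of at least 50% in every replicate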
# CAL PDZ FP-2: human CAL PDZ-peptide interaction inhibition; Q9HD26; purified CAL PDZ, TMR-peptide fluorescence polarization, 1 h; inhibition, % at 20 µM; actives 0.02% (n = 330,000); AID 504414;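 active = highest replicate inhibition of at least 40%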;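 also: plate controls were DMSO neutral control wells for no effect and unlabeled competitor peptide control wells for full effect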
#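 Test system: tagged CAL PDZ domain / Buffer or medium: sodium phosphate/NaCl buffer pH 7.4 with TCEP, IgG, Thesit / Reagent: TMR-labelled reporter peptide T*-PRC34 bound in PDZ groove / Compound dosing: single point, 20 µM / Schedule: 1 h incubation at room temperature before polarization reading / Technique: fluorescence polarization (mP) / Benchmarks: unlabelled peptide, DMSO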
# MITF act: increases MITF-driven TRPM1 promoter luciferase signal; SK-MEL-5 TRPM1-promoter luciferase, 24 h; % of positive control, neutral wells = 0; activation, % at 12.5 µM; actives 0.75% (n = 300,000); AID 588334;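 active = mean activation of at least 80% with every replicate also reaching 80%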;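 also: 0% = neutral control wells and 100% = parthenolide positive control wells; values of inactives mirror those of a sister screen read the other way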
# SR-BI uptake up: SR-BI HDL lipid transfer activation. CHO ldlA[mSR-BI] cells, DiI-HDL uptake fluorescence, 3 h; 100 = double the neutral-control signal. activation, % at 12.5 µM. actives 0.096% (n = 320,000). AID 504775;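 active = mean replicate activation of at least 60% and every replicate at or above 60%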;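 also: 0% = median plate neutral-control signal and 100% = twice that signal; values of inactives mirror those of a sister screen read the other way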
#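 Assay system: LDL receptor-deficient CHO ldlA cells overexpressing murine SR-BI / Medium: BSA-supplemented, HEPES-buffered Ham's F12, pH 7.4 / Probe or stimulus: DiI-labelled HDL at 10 µg/mL final / Timing: compound with DiI-HDL co-incubation, 3 h at 37 °C / Technique: bottom-read cell fluorescence after medium removal, ex 550/em 595 nm / Measure: HDL uptake via cellular fluorescence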
# NSD2 HMT inh: NSD2 (human) methyltransferase inhibition. O96028. NSD2 peptide methylation, AlphaScreen, 120 min. inhibition, % at 12.5 µM. actives 0.54% (n = 310,000); in the data active = inhibition above about 50%
# dFosB act: activators of mouse delta FosB homodimer; P13346; purified delta FosB, TAMRA-CDK5 oligo fluorescence polarization; percent of positive-control signal above neutral wells; activation, % at 25 µM; actives 0.99% (n = 340,000); AID 493131;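 active = mean activation above about 17%, with every replicate also reaching it, limit read from the data, passing the limit was not always enough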;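 also: fluorescence polarization rise as delta FosB binds a TAMRA Cdk5 AP-1 oligo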
# SR-BI DiI inh: mouse SR-BI HDL lipid transfer inhibition. Q61009. ldlA[mSR-BI] CHO cells, DiI-HDL uptake fluorescence, 3 h. inhibition, % at 12.5 µM. actives 0.96% (n = 320,000). AID 488896;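 active = mean replicate inhibition of at least 70% and a set share of replicates each scoring 70 or more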;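 also: 0% = median of neutral control wells and 100% = median of positive control wells; values of inactives mirror those of a sister screen read the other way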
# Starred values were filed as active, the others as inactive; x = not tested or not shown.
# Every second line gives: SR-BI DiI inh, MITF act, SR-BI uptake up, CAL PDZ FP-1, Rtt109 Vps75, PvdQ acylase, PfHsp90 yeast 2, dFosB act, NSD2 HMT inh, CAL PDZ FP-2
COc1ccccc1NC(=S)Nc1ccccc1F
    1.8, 4.5, -1.8, 0.6, -1.0, -11.0, -9.7, 4.5, -4.5, x
NC(=O)c1c(NC(=S)Nc2ccccc2)sc2c1CCCC2
    31.5, 15.1, -31.5, -2.9, 13.1, 0.9, -2.6, -5.0, -1.7, 0.4
Cc1ccc(N/N=C/c2ccc3c(c2)OCCO3)cc1Cl
    -21.2, 40.2, 21.2, -5.7, -6.5, -12.6, 30.9, -3.1, -1.0, -1.0
c1ccc(CCCNc2ncnc3nc[nH]c23)cc1
    -11.9, x, 11.9, -4.6, -0.6, -9.8, -2.8, -7.2, x, -0.5
CCOC(=O)CNC(=O)C1(c2ccccc2)CCCC1
    11.0, 7.1, -10.9, x, 3.6, 4.2, x, 0.6, -3.0, -0.2
COC(CNC(=O)Cc1c(C)nc2c(-c3ccccc3)c(C)nn2c1C)OC
    -20.3, 0.5, 20.3, x, -8.5, 18.7, -6.4, -0.1, -3.3, -0.9
CCC(=O)OCc1c(C(F)(F)F)nn(C)c1Sc1ccc(F)cc1
    -12.1, x, 12.1, -3.5, 0.7, -19.2, -5.1, 4.2, -0.6, -0.5
CCN(CC)C1Oc2cc3c(cc2C(c2cc(OC)c(OC)c(OC)c2)C1C)OCO3 (stereo unspecified)
    4.7, -36.7, -4.7, -1.1, -3.4, -1.2, -19.5, -2.5, 4.4, -0.4
COCCN1CCN(C(=O)c2ccc3nc(Cc4ccccc4F)oc3c2)CC1
    -26.3, -2.8, 26.3, -2.7, -1.9, -2.4, -1.5, 2.4, -7.4, -2.1
CC(C)NC(=S)Nc1ccc2[nH]c(=O)[nH]c2c1
    x, 8.2, x, 1.0, -10.8, 3.5, 11.4, 0.5, -0.4, -0.2
Cc1nn(CC(O)c2ccccc2)c(C)c1Br (stereo unspecified)
    -11.7, 27.6, 11.7, -10.6, 1.6, -15.2, 4.9, 2.3, 2.6, -0.3
CCc1cccc2c(C(=O)CN3C(=O)N(C)C4(CCCCC4)C3=O)c[nH]c12
    -34.3, 33.7, x, -9.4, 21.0, 0.3, 28.5, -7.1, -3.3, -3.1
O=C1OCCC1Sc1nc2cc(Cl)ccc2n1Cc1ccccc1 (stereo unspecified)
    -5.9, -1.3, 5.9, x, -4.2, -20.8, x, -8.1, 0.9, -10.7
C[C@H]1CCC[C@]2(O[C@@H](CCO)C[C@@H](O)[C@@H]2O)O1
    -14.9, 8.7, 14.9, 0.3, -10.5, 21.2, -0.6, 0.9, x, 0.0
C=CCN(C(=O)CCC(=O)O)C1CC(=O)N(c2ccc(OC)cc2)C1=O (stereo unspecified)
    -19.2, -6.3, 19.2, 0.5, 6.4, 2.9, 1.8, 1.8, -0.8, 0.5

# Single entries from above.
# c1ccc(CCCNc2ncnc3nc[nH]c23)cc1 – CAL PDZ FP-2 = -0.5
# CCc1cccc2c(C(=O)CN3C(=O)N(C)C4(CCCCC4)C3=O)c[nH]c12 – CAL PDZ FP-1 = -9.4

# The list continues.
# Every second line gives: SR-BI DiI inh, MITF act, SR-BI uptake up, CAL PDZ FP-1, Rtt109 Vps75, PvdQ acylase, PfHsp90 yeast 2, dFosB act, NSD2 HMT inh, CAL PDZ FP-2
Cc1cccnc1NC1CCCCC1
    -13.8, 2.4, 13.8, -2.6, -8.0, 6.9, -19.5, 1.5, -2.2, -3.0
COc1cccc2c1CCc1c-2nc2ccccc2c1C(=O)O
    -12.4, -7.0, 12.4, -4.5, 4.8, -8.0, 8.1, -12.4, -1.9, -1.8
CCN1CCN(c2nc(Nc3cccc(OC)c3)nc(N)c2[N+](=O)[O-])CC1
    x, -13.2, x, x, -2.1, -7.8, 17.4, 4.8, 16.5, -0.4
O=C(Nc1ccccc1Cl)NC1(C(=O)NCc2cccnc2)CCCCC1
    x, -12.7, x, x, 1.5, -8.2, 6.0, -0.6, -2.4, -2.9
COc1ccc2c(=O)cc(-c3ccccc3)n(C)c2c1
    40.5, -5.7, -40.5, -0.5, x, 3.4, 7.4, -5.2, -2.4, -4.0
CCC(C)(C)n1nnnc1C(c1cccs1)N1CCN(c2nc3ccccc3s2)CC1 (stereo unspecified)
    20.5, -17.9, -20.5, -1.3, 14.2, 6.0, -17.0, -5.6, 0.5, -1.6
CCC(=O)Nc1ccc(C(=O)OCc2ccccc2Cl)cc1
    14.6, 120.5*, -14.6, 1.6, 1.4, -11.5, 28.9, -6.8, 0.1, -2.1
Cc1ccc(-n2nnc3c(=O)n(CC(=O)NCc4ccccc4)cnc32)cc1
    -5.9, x, 5.9, x, 0.4, -12.0, 25.4, 26.8*, x, -0.9
O=C1CC(c2ccc3c(c2)OCCO3)Oc2ccccc21 (stereo unspecified)
    -3.6, 103.7*, 3.6, -2.7, 1.8, 16.6, -10.1, -4.9, -4.1, -0.7
CC1CCCCC1NC(=O)/C(C#N)=C/c1ccccc1F (stereo unspecified)
    0.3, -72.7, -0.3, -2.9, x, -8.3, 120.9*, -8.5, -2.5, -2.7
Cc1nn(CCC#N)c2nc(C(F)(F)F)[nH]c(=O)c12
    16.1, -6.2, -16.1, -0.7, -9.2, 0.1, -4.4, -0.9, -6.4, -0.5
O=C(Nc1cccc(F)c1)c1cccc2c1C(=O)N(C1CCCCC1)C2
    11.6, 9.4, -11.6, -0.7, -0.8, 7.3, -8.7, -6.4, -2.1, 0.2
O/N=C1\CCCC\C1=C/c1ccccc1
    6.6, 11.5, -6.6, -1.3, 0.5, 14.6, -2.9, 0.2, 1.5, -0.5
COC(=O)[C@]1(C)N[C@H](CN(C)C(=O)c2ccc(C)cc2)[C@@H]2C(=O)N(Cc3ccccc3)C(=O)[C@@H]21
    2.5, -6.8, -2.5, -6.9, -2.4, -10.5, -5.5, -6.3, x, -3.2
Cc1[nH]c2ccccc2c1C(=O)NS(=O)(=O)Nc1ccc(F)cc1
    -18.6, -0.8, 18.6, -4.9, 9.9, -3.5, -9.1, -4.9, -1.8, -1.5
COc1cccc(-c2cc(C(=O)NCCCn3ccnc3)no2)c1
    24.5, x, -24.5, 0.4, -28.8, -18.6, x, -2.5, x, -0.8
CC1CC(C)(C)NC(=S)N1CC(=O)N(C)Cc1ccccc1 (stereo unspecified)
    -30.3, -2.0, 30.3, 2.2, -9.0, -3.3, -13.4, -8.6, 25.6, -0.3
O=[N+]([O-])c1ccc(CN2CCN(c3ccccc3)CC2)o1
    7.5, x, -7.5, -3.5, -4.7, 1.6, 8.5, 1.3, 5.7, 0.4
COc1ccc(NC(=O)C2CCN(S(=O)(=O)c3cn(C)nc3C)CC2)cc1
    -9.3, -8.9, x, -6.7, 2.0, -15.3, 14.9, -7.7, -1.9, -2.7
Cc1cc(C)c(CNC(=O)c2cc(C3CC3)nc3c2cnn3C(C)C)c(=O)[nH]1
    65.5, -1.7, -65.5, -6.2, 0.4, -4.1, 5.4, -17.8, -0.7, -1.2
COC(=O)c1ccc(C(=O)OC)c(NC(=O)CCC(=O)O)c1
    17.6, 1.9, -17.6, -1.6, x, -5.0, -6.6, -1.3, 0.2, -2.1
O=C(CS(=O)c1cccc(C(F)(F)F)c1)Nc1ccccc1Cl (stereo unspecified)
    7.0, 4.8, -7.0, -0.7, 2.0, -6.4, -3.1, -1.1, -0.8, -0.1
O=C(c1sc2cc(F)ccc2c1Cl)N1CCN(c2cccc(Cl)c2)CC1
    7.8, 6.9, -7.8, 0.9, 6.0, -15.5, 12.0, -4.3, -2.1, -1.4
O=C(NCC(c1ccco1)N1CCOCC1)c1c(F)cccc1F (stereo unspecified)
    -16.6, -3.0, 16.6, -3.2, 4.5, 7.3, 4.3, 4.4, -2.5, -3.0
Cc1c2cc(O)c(=O)cc-2oc2cc(O)c(O)cc12
    1.0, -26.2, -1.0, x, -6.3, -13.3, 55.1, -249.9, x, 9.5
Cc1ccc(C2=Nc3ccccc3SC(c3cccc([N+](=O)[O-])c3)C2)cc1 (stereo unspecified)
    5.1, 35.9, -5.1, 0.0, 5.1, -13.4, -13.6, -7.6, -0.2, 0.6
c1ccc2[nH]c(C3CC3)nc2c1
    -8.3, -6.8, 8.3, 3.9, 0.3, -8.0, 2.8, 0.3, -2.9, -0.5
CCOC(=O)c1c(C)[nH]c(C(=O)OCC(=O)NC2(C#N)CCCCC2)c1C
    17.1, 0.8, -17.1, -5.3, 1.1, -5.8, x, -9.2, 15.1, -5.1
Cc1nc2ccccc2n1C(C)c1ccccc1 (stereo unspecified)
    -8.3, -4.9, 8.3, -0.5, -2.5, -8.1, -0.6, -3.2, 1.1, 0.1
C=CCOc1ccc(/C=C2\SC(=S)N(CCC(=O)O)C2=O)cc1
    -15.8, -75.9, 15.8, -4.4, -2.5, 10.5, 9.8, -0.1, x, -3.7
COCCNC(=O)CCc1nc(-c2ccccc2)no1
    -9.2, 4.5, 9.2, -4.0, 5.1, 5.0, 3.4, -2.8, -0.4, 0.0
CCN1CCN(c2ccc(S(=O)(=O)N3CCCCC3)cc2N)CC1
    28.2, 10.2, -28.2, 3.0, 6.5, -9.9, -21.8, -1.9, 9.9, -2.1
O=S(=O)(c1cccc(-c2csc(N/N=C/c3ccco3)n2)c1)N1CCOCC1
    71.9*, 1.3, -72.0, -4.6, -4.1, 6.6, -16.0, -5.4, 1.4, -1.8
Cc1ccc(-n2nnnc2CSc2nnc(-c3ccc(O)cc3)o2)cc1
    35.6, 22.5, -35.6, -8.2, -4.8, -10.3, 18.7, -6.8, -2.8, -0.8
CCCc1ccc(OCc2nc(-c3ccc(NC(=O)c4ccco4)cc3)no2)cc1
    20.3, 69.0, -20.3, -1.9, 0.3, -4.5, -27.6, -4.4, 0.4, 1.0
c1ccc(Cn2nnc3ccccc32)cc1
    0.3, x, -0.3, -3.3, 4.2, -16.3, 13.7, 3.5, -2.6, -1.2
Cc1cc(/C=C2\SC(=S)N(C)C2=O)c(C)n1-c1ccc(O)cc1
    x, -73.5, x, -5.9, -4.6, -2.3, 96.0*, -13.4, x, -2.8
C=CCNc1nc(=S)[nH]c2cc(OC)c(OC)cc12
    -4.1, 13.2, 4.1, 0.1, x, 6.7, -10.7, 1.0, 3.2, -1.6
O=C(COc1ccc(Br)cc1CNC1CCCC1)Nc1ccccc1
    0.7, 24.0, -0.7, x, 7.7, -8.1, 24.4, -8.7, 3.7, -2.1
CC(C)n1nnnc1SCC(=O)NCc1cccs1
    -2.0, x, 2.0, -1.0, -3.7, 0.5, -2.3, -3.7, 1.8, -3.1
CC(C)(C)S(=O)(=O)N1Cc2cc(=O)n(Cc3ccccc3)c(CCO)c2[C@@H]1CCO
    -29.9, 14.3, 29.9, 2.8, -3.5, 1.8, 6.3, 0.3, x, -1.9
